Screens from PubChem.
TrxR1 substrate: rat thioredoxin reductase 1 substrate activity | O89049 | purified TrxR1 substrate turnover, NADPH consumption readout | Potency, µM (doses to about 114 µM), for the others: at the top dose activity change, negative = substrate turnover | 0.01% of 390,000 active; also: potency is read from the fitted curve at half-maximal effect; % is scaled to controls: 0 for no effect and ±100 for the full control effect; nearly all actives have a fitted effect of over 50% in size
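Rat TrxR1, dispensed at 90 nM, was prereduced with 400 uM NADPH (final) for 5 min at ~22 deg C, then incubated with compound 15 min before 400 uM selenite. A first-read NADPH fluorescence drop versus no-compound background flagged substrates.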
Vif-A3F inh: blocks the Vif interaction with APOBEC3F; Potency, µM (titrated, usually from 46.1 µM), for the others: top-dose activity, negative = active; HeLa A3F-eYFP + Vif (tagged APOBEC3F with the HIV-1 protein that degrades it), YFP fluorescence increase; 0.2% of 390,000 active; also: potency is read from the fitted curve at half-maximal effect; % of control where 0% means no effect; nearly all actives have a fitted effect of over 65% in size
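Fluorescence increase (Ex 488/Em 500-530) after overnight compound treatment at 37 deg C flags inhibition of Vif-driven A3F-eYFP loss in stable HeLa A3F-eYFP/Vif cells seeded overnight beforehand.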
rTrxR1 inhibitor: inhibitors of rat thioredoxin reductase 1 | recombinant rTrxR1, NADPH fluorescence consumption, selenite substrate | O89049 | Potency, µM (highest dose often 114 µM), for inactives: top-dose activity change, negative = inhibition, usual class: inhibitors | 1% of 390,000 active; also: potency is read from the fitted curve at half-maximal effect; % is scaled to controls: 0 for no effect and ±100 for the full control effect; nearly all actives have a fitted effect of over 65% in size
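Rat TrxR1 (90 nM in the dispensed reagent) was pre-reduced with 400 uM NADPH for 5 min at room temperature, then incubated with compound for 15 min. After 400 uM selenite was added, NADPH fluorescence (Ex 340/Em 450 nm) was followed for 8 min.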
Glioma ERSR ind: induces the endoplasmic reticulum stress response in human glioma cells; U87-MG GRP78 promoter luciferase reporter, 16 h; Potency, µM, inactives show at the highest dose activation, hits mostly activators; 0.02% of 420,000 active; AID 602332; also: potency is read from the fitted curve at half-maximal effect; series mostly up to about 76 µM; % of control where 0% means no effect; nearly all actives have a fitted effect of over 35% in size
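Stably transfected U87-MG human glioma cells carrying a GRP78-based luminescent sensor were seeded at 1000 cells/well, pin-dosed with compounds and incubated 16 h. Luciferase reagent was then added, and end-point luminescence was read after 10 min at room temperature.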
LDHA block: blocks human lactate dehydrogenase A; AID 1347041; purified LDHA, NADH/diaphorase-resazurin fluorescence; active compounds read low; P00338; activity change, % (values are at about 110 or 230 µM); 0.15% of 480,000 active; in the data active = activity change below about -30%; inconclusive = mostly about -25% to -30%;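 also: plate controls were DMSO wells for no effect and wells without enzyme for full effect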
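LDH5 2 nM; NADH 0.06 mM, pyruvate 0.2 mM; 200 mM Tris pH 7.4, EDTA, Tween-20; 5 min RT. Detection: diaphorase 0.133 mg/mL + resazurin 37 µM, fluorescence ex540/em590 at 0 and 20 min; normalized to enzyme-free and DMSO wells.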
USP1 inh: blocks the human USP1/UAF1 deubiquitinase complex. Potency, µM (series often up to 57.1 µM), inactives show top-dose activity change, negative = inhibition, most hits filed as inhibitors. O94782. 0.23% of 390,000 active. recombinant USP1/UAF1, Ub-Rhodamine cleavage fluorescence; also: potency is read from the fitted curve at half-maximal effect; % is scaled to controls: 0 for no effect and ±100 for the full control effect; nearly all actives have a fitted effect of over 60% in size; inactives centre near -12
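1 nM enzyme complex + cpd, 15 min RT; start with Ub-Rho 150nM final; kinetic fluorescence ex 480/em 540, 6 reads q60 s. Buffer 50mM HEPES pH 7.8, 0.5mM EDTA, 0.1 mg/ml BSA, 1mM TCEP, 0.01% Tween-20.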
RGS4 inh: blocks human RGS4-accelerated GTP hydrolysis | P49798 | Transcreener GDP fluorescence polarization, RGS4-accelerated GTP hydrolysis | Potency, µM (highest dose often 114 µM), without a hit: top-dose activity change, negative = inhibition, hits mostly inhibitors | 0.039% of 390,000 active | AID 504845; also: potency is read from the fitted curve at half-maximal effect; % is scaled to controls: 0 for no effect and ±100 for the full control effect; nearly all actives have a fitted effect of over 75% in size; some results filed as inactive show a strong effect at the top dose
Target sequence (P49798 whole entry, looked up): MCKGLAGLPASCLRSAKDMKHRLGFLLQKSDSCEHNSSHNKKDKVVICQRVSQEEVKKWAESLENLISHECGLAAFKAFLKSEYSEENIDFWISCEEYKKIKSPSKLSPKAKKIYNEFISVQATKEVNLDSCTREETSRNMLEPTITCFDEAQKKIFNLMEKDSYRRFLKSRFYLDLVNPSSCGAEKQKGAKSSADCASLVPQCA
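MLSMR compounds (23 nl, pin-transferred) preincubated 10 min at room temperature with a 500nM (2x) first reagent, then RGS4 at 900nM (2x) plus Transcreener GDP mix added; fluorescence polarization (620/688 nm) read before and after 90 min at 30 °C.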
Vif-APOBEC3G blk: inhibitors of Vif-APOBEC3G interaction | Q9HC16 | HeLa A3G-eYFP + Vif (tagged APOBEC3G with the HIV-1 protein that degrades it), YFP fluorescence, overnight | Potency, µM (doses to about 46.1 µM), for the others: at the highest dose activity, negative = active, actives largely listed as inhibitors | 0.076% of 410,000 active | AID 602310;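 also: potency is read from the fitted curve at half-maximal effect; % is scaled to controls: 0 for no effect and ±100 for the full control effect; nearly all actives have a fitted effect of over 60% in size; hits raise eYFP signal because A3G escapes Vif-driven loss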
Target sequence (Q9HC16 whole entry, looked up): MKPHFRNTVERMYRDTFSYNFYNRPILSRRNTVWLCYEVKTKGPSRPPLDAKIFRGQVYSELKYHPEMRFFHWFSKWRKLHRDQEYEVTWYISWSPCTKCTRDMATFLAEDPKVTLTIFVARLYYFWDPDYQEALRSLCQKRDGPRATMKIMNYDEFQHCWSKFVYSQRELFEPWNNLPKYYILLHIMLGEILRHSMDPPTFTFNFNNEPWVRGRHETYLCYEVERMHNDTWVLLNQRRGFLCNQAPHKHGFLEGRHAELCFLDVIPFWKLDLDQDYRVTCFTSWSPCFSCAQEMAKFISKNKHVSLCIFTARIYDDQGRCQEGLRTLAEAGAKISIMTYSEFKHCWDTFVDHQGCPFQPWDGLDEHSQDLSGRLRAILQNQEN
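Read-out is eYFP fluorescence (Ex 488/Em 500-530) from Vif-expressing HeLa A3G-eYFP cells; more signal means A3G escaped Vif-mediated degradation. Cells plated overnight, compound pinned in, incubated overnight at 37 deg C.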
IDH1 R132H inh: blocks human mutant IDH1 R132H enzyme; Potency, µM (series often up to 76.6 µM), without a hit: top-dose activity change, negative = inhibition, hits mostly inhibitors; 0.093% of 390,000 active; IDH1-R132H enzyme, NADPH consumption, diaphorase/resazurin fluorescence; also: potency is read from the fitted curve at half-maximal effect; % is scaled to controls: 0 for no effect and ±100 for the full control effect; nearly all actives have a fitted effect of over 65% in size
Target sequence (O75874 whole entry R132H, stated change not applied): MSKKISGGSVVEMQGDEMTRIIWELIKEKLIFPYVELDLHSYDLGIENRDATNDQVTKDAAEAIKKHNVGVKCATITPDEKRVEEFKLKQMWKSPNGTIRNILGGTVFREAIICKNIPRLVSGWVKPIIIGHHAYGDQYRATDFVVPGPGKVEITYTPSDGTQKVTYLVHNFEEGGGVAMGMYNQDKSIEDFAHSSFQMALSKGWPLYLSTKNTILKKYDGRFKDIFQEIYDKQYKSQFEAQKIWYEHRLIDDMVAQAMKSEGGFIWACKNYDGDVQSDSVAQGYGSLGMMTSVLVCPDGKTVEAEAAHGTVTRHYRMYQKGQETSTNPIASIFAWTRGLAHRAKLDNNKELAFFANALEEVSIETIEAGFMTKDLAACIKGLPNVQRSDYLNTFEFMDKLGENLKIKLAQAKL
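IDH1-R132H (0.5 ug/mL dispensed) in pH 7.5 Tris buffer was preincubated 30 min with compound, then given a substrate mix of 0.016 mM NADPH and 2 mM alpha-KG for 80 min at room temperature; remaining NADPH was read by diaphorase/resazurin fluorescence.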
Active calls of the source: *; & = joins results of further samples; [ ] = dose if it differs, or a comment. Unless noted, calls follow the shape of the dose curve; as a rule, active = well fitted curve in the direction sought with a large enough effect; inconclusive = small, poorly fitted or top-dose-only effect, or another doubt; inactive = no such curve, though single readings can be large; an effect the other way counts as inactive or inconclusive. This is a subset (hit frequency here may not be typical).

Screening Cc1cccc(NC(=O)CSc2cn(CC(=O)N3CCOCC3)c3ccccc23)c1 returned TrxR1 substrate 4%, Vif-A3F inh -3%, rTrxR1 inhibitor 8%, Glioma ERSR ind -2%, LDHA block -5, USP1 inh inconclusive, RGS4 inh -13%, Vif-APOBEC3G blk -3% and IDH1 R132H inh -7%.
`NC(=O)CC(NC(=O)c1ccc(Br)cc1)c1ccc(NCc2ccc(F)cc2)c([N+](=O)[O-])c1` (stereo not given) gave TrxR1 substrate 3%, Vif-A3F inh inconclusive, rTrxR1 inhibitor 10%, Glioma ERSR ind -9%, LDHA block -10, USP1 inh -32%, RGS4 inh -7%, Vif-APOBEC3G blk inconclusive and IDH1 R132H inh -10%.
C=CCOC(=O)C1=C(C)Nc2nnnn2C1c1ccc(OC)cc1OC (stereo not given) was read as TrxR1 substrate 6%[57.1 µM], Vif-A3F inh -8%, rTrxR1 inhibitor -1%[57.1 µM], Glioma ERSR ind 0%, LDHA block -1, USP1 inh -11%, RGS4 inh 6%, Vif-APOBEC3G blk 3% and IDH1 R132H inh 14%.
C=CCNC(=O)C1CCC(C(=O)NCC=C)CC1 (stereo not given) was read as TrxR1 substrate -2%, Vif-A3F inh 8%, rTrxR1 inhibitor 15%, Glioma ERSR ind -3%, LDHA block -1, USP1 inh -19%, RGS4 inh 4%, Vif-APOBEC3G blk 3% and IDH1 R132H inh 1%.
CCN(CC)CCCN1C(=O)C(=O)/C(=C(/O)c2ccc(C)cc2)C1c1ccccn1 (stereo not given) was read as TrxR1 substrate -5%, rTrxR1 inhibitor -17%, Glioma ERSR ind 0%, LDHA block -1, USP1 inh -15%, RGS4 inh -48%, Vif-APOBEC3G blk 0% and IDH1 R132H inh -6%.
For O=C(c1ccco1)N1CCN(Cc2nnnn2C2CCCCC2)CC1 the results were TrxR1 substrate 6%[57.1 µM], Vif-A3F inh 6%, rTrxR1 inhibitor 10%[57.1 µM], Glioma ERSR ind -3%, LDHA block -3, USP1 inh -13%, RGS4 inh -40%, Vif-APOBEC3G blk -2% and IDH1 R132H inh 7%.
Screening Cc1ccccc1NC(=O)CSc1nnc(CNC(=O)c2ccc3c(c2)OCO3)n1C returned TrxR1 substrate 9%[57.1 µM], Vif-A3F inh 12%, rTrxR1 inhibitor 31%[57.1 µM], Glioma ERSR ind 4%, LDHA block -3, USP1 inh -15%, RGS4 inh -11%, Vif-APOBEC3G blk -4% and IDH1 R132H inh 2%.
Screening CCOC(=O)C(=O)NNc1ccccc1OC returned TrxR1 substrate 9%[57.1 µM], Vif-A3F inh -3%, rTrxR1 inhibitor 5%[57.1 µM], Glioma ERSR ind -4%, LDHA block -5, USP1 inh -9%, RGS4 inh -22%, Vif-APOBEC3G blk 0% and IDH1 R132H inh 11%.
`Cc1c(CNCCCc2ccccc2)c(C(=O)O)c(C)n1Cc1ccc(Cl)cc1` gave TrxR1 substrate -2%, Vif-A3F inh 1%, rTrxR1 inhibitor -16%, Glioma ERSR ind -1%, LDHA block 2, USP1 inh -12%, RGS4 inh -8%, Vif-APOBEC3G blk -5% and IDH1 R132H inh -2%.
CC1CCCCC1NC(=O)c1ccc(N2CCCC2=O)cc1 (stereo not given) was read as TrxR1 substrate -5%, Vif-A3F inh -5%, rTrxR1 inhibitor 14%, Glioma ERSR ind 0%, LDHA block -6, USP1 inh 5%, RGS4 inh -5%, Vif-APOBEC3G blk 3% and IDH1 R132H inh -6%.
`O=C(Nc1cccnc1)C1CCN(S(=O)(=O)c2ccc(Cl)cc2)CC1` gave TrxR1 substrate -10%, Vif-A3F inh 1%, rTrxR1 inhibitor -15%, Glioma ERSR ind -6%, LDHA block -1, USP1 inh -14%, RGS4 inh -18%, Vif-APOBEC3G blk 3% and IDH1 R132H inh 6%.
CCOC(=O)c1ccc(S(=O)(=O)N2CCN(c3nc(-c4ccccc4)nc4ccccc34)CC2)cc1 was read as TrxR1 substrate 5%, rTrxR1 inhibitor 19%, Glioma ERSR ind -3%, LDHA block 0, RGS4 inh 16% and Vif-APOBEC3G blk 0%.
For COc1cccc(NC(=O)Cn2c(-c3nonc3N)nc3ccccc32)c1 the results were TrxR1 substrate -6%, Vif-A3F inh 2%, rTrxR1 inhibitor -11%, Glioma ERSR ind -3%, LDHA block -1, USP1 inh 13%, RGS4 inh 8%, Vif-APOBEC3G blk 2% and IDH1 R132H inh -2%.
Screening Nc1c(C(=O)C2CC2)sc2nc(-c3ccccc3)cc(C(F)(F)F)c12 returned TrxR1 substrate 12%, Vif-A3F inh inconclusive, rTrxR1 inhibitor 10%, Glioma ERSR ind 0%, LDHA block -15, USP1 inh inconclusive, RGS4 inh -30%, Vif-APOBEC3G blk inconclusive and IDH1 R132H inh -4%.
For Cc1cc(NC(=O)CSc2ccnc(=O)[nH]2)no1 the results were TrxR1 substrate -8%, Vif-A3F inh 4%, rTrxR1 inhibitor -10%, Glioma ERSR ind 0%, LDHA block -2, USP1 inh -13%, RGS4 inh -2%, Vif-APOBEC3G blk -1% and IDH1 R132H inh 5%.
Screening CCCn1cc(CN2CCC(N3CCC(C(=O)N4CCOCC4)CC3)CC2)c(C)n1 returned TrxR1 substrate 0%, Vif-A3F inh 0%, rTrxR1 inhibitor -16%, Glioma ERSR ind -2%, LDHA block -4, USP1 inh -17%, RGS4 inh -19%, Vif-APOBEC3G blk 2% and IDH1 R132H inh 9%.
`C=CCn1c(-c2csc(-c3ccc(Cl)cc3)n2)n[nH]c1=S` gave TrxR1 substrate 15%, Vif-A3F inh -6%, rTrxR1 inhibitor 31%, Glioma ERSR ind -2%, LDHA block -3, USP1 inh -5%, RGS4 inh inconclusive, Vif-APOBEC3G blk -1% and IDH1 R132H inh 2%.
Screening COc1ccccc1N1CCN(S(=O)(=O)c2c[nH]c(=O)[nH]c2=O)CC1 returned TrxR1 substrate -2%, Vif-A3F inh -12%, rTrxR1 inhibitor inconclusive, Glioma ERSR ind -5%, LDHA block -1, USP1 inh -12%, RGS4 inh -16%, Vif-APOBEC3G blk -1% and IDH1 R132H inh 5%.
CSc1ccccc1NC(=O)CN(C)Cc1c(O)ccc2ccccc12 was read as TrxR1 substrate -2%, Vif-A3F inh inconclusive, rTrxR1 inhibitor inconclusive, Glioma ERSR ind 0%, LDHA block 18, USP1 inh -7%, RGS4 inh -49%, Vif-APOBEC3G blk 0% and IDH1 R132H inh 16%.
CS(=O)(=O)N1CCC(Oc2ccccc2C(=O)N2CCCCC2CO)CC1 (stereo not given) was read as TrxR1 substrate -3%, Vif-A3F inh -1%, rTrxR1 inhibitor -10%, Glioma ERSR ind -2%, LDHA block -10, USP1 inh -15%, RGS4 inh -8%, Vif-APOBEC3G blk 4% and IDH1 R132H inh 0%.

For convenience, some entries already given.
For COc1cccc(NC(=O)Cn2c(-c3nonc3N)nc3ccccc32)c1 the results were TrxR1 substrate -6%, Vif-A3F inh 2%, rTrxR1 inhibitor -11%, Glioma ERSR ind -3%, LDHA block -1, USP1 inh 13%, RGS4 inh 8%, Vif-APOBEC3G blk 2% and IDH1 R132H inh -2%.
Screening Nc1c(C(=O)C2CC2)sc2nc(-c3ccccc3)cc(C(F)(F)F)c12 returned TrxR1 substrate 12%, Vif-A3F inh inconclusive, rTrxR1 inhibitor 10%, Glioma ERSR ind 0%, LDHA block -15, USP1 inh inconclusive, RGS4 inh -30%, Vif-APOBEC3G blk inconclusive and IDH1 R132H inh -4%.

(listing goes on)
`O=C(Nc1ccccc1)OCCNC(=O)c1cccc(Cl)c1` gave TrxR1 substrate 2%[57.1 µM], Vif-A3F inh -1%, rTrxR1 inhibitor -3%[57.1 µM], Glioma ERSR ind -1%, LDHA block 1, USP1 inh 7%, RGS4 inh 6%, Vif-APOBEC3G blk -6% and IDH1 R132H inh 2%.
`CCOC(=O)CN(C(=O)CSc1nnc(Cc2ccccc2)n1-c1ccc(C)cc1)c1ccccc1` gave TrxR1 substrate 0%, Vif-A3F inh -9%, rTrxR1 inhibitor 14%, Glioma ERSR ind -4%, LDHA block 1, USP1 inh -20%, RGS4 inh 14%, Vif-APOBEC3G blk 0% and IDH1 R132H inh 1%.
`COc1ccccc1N1CCN(C(=O)c2ccc3c(c2)CCN3S(=O)(=O)c2ccccc2)CC1` gave TrxR1 substrate -11%&0%, Vif-A3F inh 1%&4%, rTrxR1 inhibitor -9%&21%, Glioma ERSR ind -5%&-3%, LDHA block 0&0, USP1 inh -10%&-12%, RGS4 inh -22%&-17%, Vif-APOBEC3G blk -2%&1% and IDH1 R132H inh 1%&0%.
N/C(=N\OC(=O)c1ccc(Cl)cc1Cl)c1ccncc1 was read as TrxR1 substrate 0%, Vif-A3F inh -5%, rTrxR1 inhibitor 26%, Glioma ERSR ind 2%, LDHA block -3, USP1 inh -2%, RGS4 inh 25%, Vif-APOBEC3G blk 2% and IDH1 R132H inh 5%.
